D1 antagonist = human D1 dopamine receptor antagonism | activity change, negative = inhibition, % at 10 µM | AID 504652 | P21728 | actives 3.2% (n = 360,000) | HEK293 TREx D1 cells, calcium flux, dopamine EC80; hits give low values; in the data active = activity change below about -30%; also: % is scaled to controls: 0 for no effect and ±100 for the full control effect
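Allosteric or orthosteric antagonism assessed as attenuation of the calcium response to EC80 dopamine, added 180 s after compound, in induced HEK293 Trex D1 cells loaded with no-wash calcium dye.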
D2 agonist = activates the human D2 dopamine receptor | HEK293 T-REx D2 cells, calcium flux agonist mode | actives 0.53% (n = 340,000) | P14416 | activation, % at 2 µM | AID 485358;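 active = activation over 3 SD above normal in the single-dose calcium agonist read, cut at about 30% in these data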; also: 0% is about no effect
Target sequence (P14416 whole entry, looked up): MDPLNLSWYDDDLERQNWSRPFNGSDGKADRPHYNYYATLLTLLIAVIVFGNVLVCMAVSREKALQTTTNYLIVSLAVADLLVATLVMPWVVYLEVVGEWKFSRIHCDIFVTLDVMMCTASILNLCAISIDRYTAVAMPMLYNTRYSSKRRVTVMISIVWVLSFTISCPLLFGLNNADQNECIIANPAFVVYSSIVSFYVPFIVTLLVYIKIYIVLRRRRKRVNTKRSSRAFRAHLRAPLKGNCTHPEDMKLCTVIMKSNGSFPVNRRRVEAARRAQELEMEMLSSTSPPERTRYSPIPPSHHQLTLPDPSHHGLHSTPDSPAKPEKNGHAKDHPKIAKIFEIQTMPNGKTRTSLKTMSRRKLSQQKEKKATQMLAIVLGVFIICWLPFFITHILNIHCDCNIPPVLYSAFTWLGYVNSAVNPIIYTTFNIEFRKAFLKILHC
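HEK293 Trex D2 cells, tetracycline-induced, o/n 30 C 5% CO2; no-wash Ca dye, RT 30–90 min; 10-cycle baseline, 23 nl cpd added, kinetic Ca read 180 s; agonist hits = positive Ca response.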
TRHR enhancer = TRH receptor (human) allosteric enhancement; AID 493056; P34981; TRHR cells, fluo-8 calcium fluorescence, EC20 TRH enhancement; actives 0.66% (n = 360,000); enhancement, % at 2 µM; in the data active = enhancement above about 30%; also: 0% is about no effect
Target sequence (P34981 whole entry, looked up): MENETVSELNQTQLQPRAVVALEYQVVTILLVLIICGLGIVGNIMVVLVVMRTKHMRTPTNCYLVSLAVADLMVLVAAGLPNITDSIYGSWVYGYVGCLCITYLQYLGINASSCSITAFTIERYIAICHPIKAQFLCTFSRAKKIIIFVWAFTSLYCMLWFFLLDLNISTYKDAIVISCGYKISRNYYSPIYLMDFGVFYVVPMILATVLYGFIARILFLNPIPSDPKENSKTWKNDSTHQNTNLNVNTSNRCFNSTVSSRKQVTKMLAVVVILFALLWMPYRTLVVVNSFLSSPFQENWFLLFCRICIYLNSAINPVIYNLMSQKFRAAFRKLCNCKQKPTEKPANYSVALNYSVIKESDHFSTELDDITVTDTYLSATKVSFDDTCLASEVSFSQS
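TRHR-expressing cells loaded with fluo-8 calcium dye were read kinetically (ex 480/em 530) during compound addition, then stimulated with an EC20 of TRH (10 nM final). Enhancement of the Gq-mediated intracellular calcium response was scored.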
D1 agonist = agonists of human D1 dopamine receptor. P21728. HEK293 T-REx D1 cells, calcium flux, agonist mode. actives 1% (n = 360,000). activation, % at 2 µM. AID 504660; also: 0% is about no effect
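Inducible HEK293 T-REx D1 cells, force-coupled to calcium signalling, were plated at 4000 cells/well with tetracycline and held overnight at 30 C. After no-wash calcium dye loading, compound-evoked calcium rise over 180 s flagged agonists.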
D1 PAM = enhances dopamine response at the human D1 receptor. HEK293 TREx D1 cells, calcium flux, dopamine EC20 potentiation. potentiation, % at 10 µM. actives 0.036% (n = 360,000). AID 504651; in the data active = potentiation above about 30%; also: 0% is about no effect
TRHR agonist = agonists of human TRH receptor. P34981. TRHR cells, calcium flux fluo-8, FDSS agonist mode. activation, % at 2 µM. actives 0.18% (n = 360,000). AID 493084; also: 0% is about no effect
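Read-out: compound-evoked intracellular calcium rise in TRHR cells, fluo-8 dye, kinetic FDSS fluorescence at 1 s/cycle following a 10-cycle baseline. Cells cultured overnight before dye loading (30 min–1.5 h, RT).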
RXFP1 antagonist = blocks the human relaxin receptor RXFP1; actives 0.59% (n = 350,000); activity change, negative = inhibition, % at 57.5 µM; AID 1259400; Q9HBX9; HEK293-RXFP1, relaxin-stimulated cAMP HTRF, 30 min; hits give low values;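 active = activity change of -60% or lower, but not beyond a set lower limit; inconclusive = change between -60% and -40%, or beyond the set limit; inactive = change above -40%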; also: % is scaled to controls: 0 for no effect and ±100 for the full control effect
D2 potentiator = positive allosteric modulators of human D2 dopamine receptor; P14416; HEK293 T-REx D2, calcium flux, EC20 dopamine potentiation; potentiation, % at 10 µM; actives 0.34% (n = 340,000);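 active = potentiation over 3 SD above the plate norm, cut at about 30% in these data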; also: 0% is about no effect
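Cells plated with tetracycline inducer and held overnight at 30 C; calcium dye loaded 30–90 min at room temperature; baseline taken, compound added and read 180 s; EC20 dopamine then added and read 180 s.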
D2 antag = antagonizes the human D2 dopamine receptor; P14416; HEK293 TREx D2 cells, calcium flux, dopamine EC80; inhibition, % at 10 µM; actives 2% (n = 340,000); in the data active = inhibition above about 30%; also: 0% is about no effect
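Overnight-induced (tetracycline, 30 C) HEK293 T-REx cells carrying force-coupled D2 receive a no-wash calcium dye, then compound, then EC80 dopamine at 180 s; signals are read kinetically throughout.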
The depositor's hits bear a star; ? = inconclusive; . = not tested or not shown. Rule as the data show it, unless noted: active = activation above about 30%; inactive = the rest.

mol | D1 antagonist | D2 agonist | TRHR enhancer | D1 agonist | D1 PAM | TRHR agonist | RXFP1 antagonist | D2 potentiator | D2 antag
COC(=O)Cc1c(C)nc2nc(NCc3ccc(Cl)cc3)[nH]n2c1=O | 2 | -0.5 | 6 | 5 | -1 | 0.2 | -5 | -3 | -3
CCNC(=O)C(=O)Nc1cc2c3c(c1)CCC(=O)N3CCC2 | 9 | 0.6 | -5 | 3 | -10 | -0.1 | -8 | -1 | 13
O=C(NN1C(=O)/C(=C\c2ccc(O)c([N+](=O)[O-])c2)SC1=S)c1ccccc1Cl | 2 | -0.8 | -3 | 2 | 2 | 0.1 | 1 | -6 | -9
COc1cc(CO)c(Br)cc1OCC(N)=O | -1 | -0.1 | -1 | 3 | 1 | 0.5 | 25 | 8 | -1
CCCC1(CCC)NC(=O)N(CC(=O)c2cc(C)n(-c3ccc4c(c3)OCO4)c2C)C1=O | 5 | 3.9 | 6 | 14 | -1 | 1.5 | -11 | 8 | -7
Cc1cccc(-c2cc(C(=O)N3CCCc4ccccc43)c3ccccc3n2)c1 | -5 | 1.2 | -19 | 11 | 3 | 0.8 | -2 | -3 | 6
COc1ccc(-n2ccnc2)cc1 | 8 | 0.4 | 17 | 2 | -5 | 0.3 | 8 | 10 | 6
O=C(c1ccco1)N1CCN(/C(=N/S(=O)(=O)c2cccs2)c2ccccc2Cl)CC1 | -5 | 0.4 | 6 | 1 | -3 | 0.7 | -15 | 7 | -31
COc1ccc2c(CNC3CCCCCC3)c(C(=O)O)n(Cc3ccc(C)cc3)c2c1 | 0 | -0.1 | -3 | 0 | -1 | 0.4 | . | -7 | .
CCOC(=O)CCc1c(C)c2ccc(O)cc2oc1=O | -19 | . | 17 | 2 | -6 | -0.1 | 2 | . | .
Cc1[nH]n(-c2ccccc2)c(=O)c1C(=O)c1ccc([N+](=O)[O-])cc1 | 3 | 1.6 | 3 | 2 | -3 | 0.7 | -29 | 0 | 1
CC1(C)CC(NS(=O)(=O)c2cccc3ccccc23)CC(C)(C)N1 | 5 | 0.3 | -1 | 1 | -15 | 0.4 | -4 | 2 | 10
CCCc1ccc(C2=Nn3c(nnc3C(C)C)SC2)cc1 | -3 | 3.3 | 6 | 4 | 15 | -1.9 | ? | 13 | 12
CCOc1ccccc1CNC(=O)C1CCN(c2nc3ccccc3o2)CC1 | 13 | -0.3 | -3 | 1 | -1 | -0.9 | . | 4 | -4
Cc1ccc2c(c1)nnn2C1CCN(CC(=O)NCc2ccccc2F)CC1 | -5 | -1.4 | -2 | 1 | -2 | -0.2 | 3 | -18 | -3
CC(C)NC(=O)C1CCN(C2CCN(Cc3ccc4cccc(F)c4n3)CC2)CC1 | -3 | 0.1 | 5 | 0 | -8 | 0.3 | 6 | -3 | 10
Cc1ccc(/C=C2\Oc3cc(OC(=O)N4CCOCC4)ccc3C2=O)cc1 | -25 | -0.1 | -7 | 0 | -6 | 0.5 | 1 | -1 | 1
COCCCNC(=O)CN(c1cc(C(F)(F)F)ccc1Cl)S(C)(=O)=O | 12 | 0.2 | -3 | 5 | -9 | -0.6 | -2 | 2 | 1
CNC(=S)Nc1ccc2[nH]c(=O)[nH]c2c1 | 4 | -0.1 | 8 | 1 | 1 | 1.4 | -16 | 4 | -16
CCN(CC)CCCC1(CN)OCCc2ccccc21 (configuration not stated) | -8 | 0.0 | -10 | 3 | -7 | 0.2 | -6 | 5 | 1
COc1ccc([C@H]2CC(=O)c3c(O)cc(O)cc3O2)cc1O | -27 | 0.9 | -1 | 4 | -2 | 0.3 | -23 | 3 | 0
CC1CCN(c2nc3c(S(=O)(=O)c4ccccc4)nnn3c3ccsc23)CC1 | 7 | -0.3 | 3 | 0 | -2 | -2.0 | -5 | 3 | .
COC(=O)c1ccccc1NC(=S)NC(=O)COc1ccccc1Cl | -23 | 0.4 | 15 | 1 | -5 | -0.7 | 8 | 8 | 6
COc1ccc(Cc2nnc(NC(=O)c3c(-c4ccccc4)noc3C)s2)cc1 | -8 | -1.7 | -2 | 2 | -7 | 0.0 | -4 | 34* | -18
COCCCNC(=S)Nc1ccc(N2CCCCC2)cc1 | 4 | 2.2 | 0 | 4 | 0 | 0.9 | -9 | 0 | 4
CCn1cc(S(=O)(=O)c2ccc(Cl)cc2)c(=O)c2cc(OC)ccc21 | 7 | -0.2 | 2 | 1 | 7 | -0.1 | 16 | -3 | -23
CCN(CC)S(=O)(=O)c1cc(C(=O)Nc2ccccc2C(=O)O)ccc1OC | -1 | -0.8 | 39* | 0 | 3 | -0.8 | 4 | 11 | -13
O=S(=O)(NCCc1ccccc1)c1cnc(Cl)c(Br)c1 | -11 | -0.9 | -1 | 3 | -4 | 0.1 | -17 | 10 | -1
CC(=O)NS(=O)(=O)c1ccc(NC(=O)/C=C/c2ccc(C)o2)cc1 | -9 | 1.1 | 19 | 2 | 4 | 0.2 | -5 | 5 | -4
Cc1ccc(S(=O)(=O)c2nnn3c2nc(N2CCOCC2)c2ccccc23)cc1 | -4 | -1.8 | 10 | 1 | -15 | -0.7 | -1 | -3 | -10
CCCS(=O)(=O)N1CCCC(C(=O)NCCN(CC)c2ccccc2)C1 (configuration not stated) | -4 | 0.3 | -2 | 0 | 3 | -0.3 | -13 | 11 | 0
COc1ccc(C(=O)c2sc3nc(-c4ccc(F)cc4)ccc3c2N)cc1 | -13 | 0.1 | 2 | 17 | -2 | 1.1 | . | -9 | .
COC(=O)c1sc(N2C(=O)C(=O)/C(=C(/O)c3ccc(C)cc3)C2c2ccco2)nc1C (configuration not stated) | -16 | 0.4 | 1 | 1 | -13 | 0.1 | 1 | -11 | 16
O=C(CCN1C(=O)c2ccccc2C1=O)N1CCN(C(=O)c2ccccc2)CC1 | 0 | -0.4 | 2 | 1 | 1 | -0.4 | 3 | 8 | 0
COC(=O)C1=C(C)Nc2[nH]c(=S)[nH]c(=O)c2C1c1ccc(OC)cc1 (configuration not stated) | 3 | 0.2 | -3 | 0 | -3 | 0.2 | -12 | 2 | 2
O=C(NCc1ccco1)C1(c2ccc(Br)cc2)CCCC1 | 3 | 0.8 | -5 | 1 | 3 | -0.6 | -4 | 1 | 2
CCCOC(=O)C(C)n1cnc2sc(C)c(C)c2c1=O (configuration not stated) | 8 | -0.7 | -2 | 0 | 0 | -0.6 | 4 | -3 | 10
COc1ccc2c(=O)c3c(=O)n(-c4ccc(C)cc4)c(-c4ccccc4)nc3oc2c1 | -2 | 0.2 | 1 | 0 | 0 | -0.3 | . | 0 | -22
COc1cccc(C2C(C(=O)Nc3ccccc3OC)=C(C)Nc3nc4ccccc4n32)c1 (configuration not stated) | 9 | -0.8 | 12 | -1 | 4 | -0.3 | . | 8 | .
COc1ccc(-c2nc3scc(CCNS(=O)(=O)c4ccc(F)cc4F)n3n2)cc1OC | . | -1.3 | 0 | -3 | 1 | -0.2 | -13 | 3 | .
O=C(CN1CCSCC1)N/N=C/c1ccc(Cl)cc1 | 2 | -1.1 | -8 | 0 | -4 | -1.3 | . | 3 | 7
CCOc1ccc(-c2nc3c(C#N)c[nH]n3c2NC2CCCC2)cc1 | 25 | . | -1 | 0 | 3 | 0.0 | 3 | -4 | .
CC(=O)c1ccc(N=C2NC(=O)C(CO)(CO)S2)cc1 | 0 | 0.8 | -7 | 2 | -1 | 0.6 | -3 | -1 | -13
Cc1ccc(S(=O)(=O)n2nccc2-c2c(-c3ccc(Cl)cc3)noc2C)cc1 | -7 | 0.1 | -3 | 11 | 1 | 1.2 | -10 | -3 | -5
Cn1c(Cc2csc(N)n2)nnc1SCC(=O)NCc1ccccc1 | 1 | -2.9 | 0 | 3 | -6 | -1.4 | 10 | . | -23
CC1CCCCC1NC(=O)CN1CCC(NC(=O)c2cccc(F)c2)CC1 (configuration not stated) | -4 | -0.8 | 0 | 2 | -16 | -1.4 | -4 | 2 | 4
CC1CN(S(=O)(=O)c2ccc(C(=O)NCCCn3ccnc3)cc2)CC(C)O1 (configuration not stated) | 2 | -0.3 | 6 | 3 | -3 | 0.4 | 7 | 3 | -22
O=C(NCCCn1ccnc1)C1CC2CCC1C2 (configuration not stated) | -5 | 0.8 | 4 | 1 | -4 | 0.6 | 12 | -3 | 5
COc1ccc(CN2CCc3c(c(=O)n4ncc(C(=O)N5CCN(c6ccccc6F)CC5)c4n3C)C2)cc1 | 10 | . | 4 | 3 | -2 | 0.2 | -14 | 3 | .
CC(C)Cn1c(N)c(C(=O)CSc2ncccn2)c(=O)n(C)c1=O | -1 | 0.9 | 1 | 10 | -5 | 1.2 | -7 | 0 | -10

(continued)
Value order: D1 antagonist	D2 agonist	TRHR enhancer	D1 agonist	D1 PAM	TRHR agonist	RXFP1 antagonist	D2 potentiator	D2 antag
Cc1cc(C)n2nc(SCC(=O)N(C)Cc3ccccc3)nc2n1
→ -4	0.6	-6	0	-3	0.5	-10	-11	17
Cc1nc(N2CCC(C)CC2)c2c(C)c(C(=O)O)sc2n1
→ -5	-0.6	3	4	-4	-2.3	15	0	-15
COc1ccc(C(C)NC(=O)C2CCCC2)cc1OC (configuration not stated)
→ -48*	0.1	7	8	5	0.3	0	2	0
CC(=O)Nc1ccc(C(=O)Nc2nc(-c3cc(C)n(Cc4ccccc4)c3C)cs2)cc1
→ -4	1.7	9	3	9	0.6	-11	1	20
Cc1coc2cc3oc(=O)c(CC(=O)N4CCCCC4)c(C)c3cc12
→ 3	0.7	-2	0	0	0.8	-4	14	.
C/C(=N\NC(=O)CCc1ccccc1)c1ccc(Br)cc1
→ 21	0.6	-9	0	-2	-0.1	2	-1	3
CCCOc1ccc(C2NC(=S)NC(C)=C2C(=O)c2ccccc2)cc1OC (configuration not stated)
→ -4	-0.5	-1	4	-2	0.1	-8	15	-10
CC(=O)Nc1ccc(S(=O)(=O)Nc2ccc3c(c2)C(=O)OC3)cc1
→ -7	-0.2	4	0	-2	-1.4	.	6	-3
N#C/C(=C\c1ccc(OC(=O)c2ccccn2)cc1)C(N)=O
→ -2	1.1	0	0	-2	0.4	-6	8	5

Shown as labelled records: part of the list above.
CC(=O)Nc1ccc(C(=O)Nc2nc(-c3cc(C)n(Cc4ccccc4)c3C)cs2)cc1
  D1 antagonist = -4	D2 agonist = 1.7	TRHR enhancer = 9	D1 agonist = 3	D1 PAM = 9	TRHR agonist = 0.6	RXFP1 antagonist = -11	D2 potentiator = 1	D2 antag = 20

Cc1coc2cc3oc(=O)c(CC(=O)N4CCCCC4)c(C)c3cc12
  D1 antagonist = 3	D2 agonist = 0.7	TRHR enhancer = -2	D1 agonist = 0	D1 PAM = 0	TRHR agonist = 0.8	RXFP1 antagonist = -4	D2 potentiator = 14	D2 antag = .

Cc1nc(N2CCC(C)CC2)c2c(C)c(C(=O)O)sc2n1
  D1 antagonist = -5	D2 agonist = -0.6	TRHR enhancer = 3	D1 agonist = 4	D1 PAM = -4	TRHR agonist = -2.3	RXFP1 antagonist = 15	D2 potentiator = 0	D2 antag = -15

N#C/C(=C\c1ccc(OC(=O)c2ccccn2)cc1)C(N)=O
  D1 antagonist = -2	D2 agonist = 1.1	TRHR enhancer = 0	D1 agonist = 0	D1 PAM = -2	TRHR agonist = 0.4	RXFP1 antagonist = -6	D2 potentiator = 8	D2 antag = 5

Assay outcomes from PubChem BioAssay.
